High-throughput results as filed in PubChem BioAssay.
VLA-4 inh = inhibition in a human VLA-4 binding assay; P13612; VLA-4 expressing cells, ligand binding flow cytometry; inhibition, % (about 7 µM as worked out from the volumes in the protocol); 0.2% of 330,000 active; AID 2557; in the data active means inhibition above about 50%
RPL19A-GFP yeast = alters RPL19A-GFP fluorescence in TOR pathway yeast screen; S. cerevisiae RPL19A-GFP strain, flow cytometry, 3 h; active compounds read low; percent response vs DMSO, % at 10 µM; 0.3% of 330,000 active;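 active means percent response vs DMSO below 50%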;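 further: median channel GFP fluorescence of the barcoded RPL19A-GFP strain; ratio of sample median GFP to plate DMSO average so 100% = DMSO; lower means less RPL19A-GFP as with rapamycin TOR inhibition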
GRK2 inh = inhibitors of human GRK2 displacing RNA aptamer; P25098; bead flow cytometry, FAM-aptamer displacement from GRK2; inhibition of aptamer binding, % at 10 µM; 0.59% of 330,000 active;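 active means inhibition of aptamer binding above 40%, roughly 3 SD of noise, on plates passing a quality check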;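 further: median bead fluorescence of bound FAM aptamer so fluorescent compounds give negative values; no value below 0 was filed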
Target sequence (P25098 whole entry, looked up): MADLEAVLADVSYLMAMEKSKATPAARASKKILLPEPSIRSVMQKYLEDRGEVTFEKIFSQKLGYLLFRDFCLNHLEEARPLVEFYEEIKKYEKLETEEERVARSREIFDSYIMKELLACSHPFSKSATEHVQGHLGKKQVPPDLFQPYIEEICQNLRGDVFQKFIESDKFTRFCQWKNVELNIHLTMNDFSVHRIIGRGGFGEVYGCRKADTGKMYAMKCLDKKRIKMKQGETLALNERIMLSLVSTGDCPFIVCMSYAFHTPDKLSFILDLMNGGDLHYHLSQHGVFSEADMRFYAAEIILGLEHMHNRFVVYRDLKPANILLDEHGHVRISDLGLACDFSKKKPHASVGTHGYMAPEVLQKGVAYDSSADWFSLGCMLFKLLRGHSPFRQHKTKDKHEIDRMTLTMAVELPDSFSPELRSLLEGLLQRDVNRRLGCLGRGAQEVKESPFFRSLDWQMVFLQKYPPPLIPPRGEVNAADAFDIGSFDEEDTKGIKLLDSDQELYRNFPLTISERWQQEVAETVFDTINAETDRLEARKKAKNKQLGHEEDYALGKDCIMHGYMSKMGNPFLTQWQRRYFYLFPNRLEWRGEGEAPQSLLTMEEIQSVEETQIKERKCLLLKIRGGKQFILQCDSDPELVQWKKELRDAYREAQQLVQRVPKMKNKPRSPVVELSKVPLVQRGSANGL
Yeast superoxide = yeast age-related superoxide inhibition as caloric restriction mimetic | S. cerevisiae aged cells, superoxide DHE fluorescence; active compounds read low | superoxide response (% of plate mean), % at 10 µM | 0.18% of 330,000 active;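 active means superoxide response under a set limit, about three screen SD below normal, cut at about 65% in these data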;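 further: yeast aged for seven days with compound at 30 °C before DHE staining; 100% = average MFI of all compound-treated wells on the plate with controls excluded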
MEP2-GFP yeast = alters MEP2-GFP fluorescence in TOR pathway yeast screen. S. cerevisiae MEP2-GFP strain, flow cytometry GFP, 3 h; 100% = DMSO control level. GFP response vs DMSO, % at 10 µM. AID 2016. 0.51% of 330,000 active;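 active means GFP response versus DMSO above a set limit, roughly screen mean plus 3 SD, cut at about 180% in these data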;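 further: median GFP fluorescence of the barcode-gated MEP2-GFP cells per well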
AGP1 TOR yeast = modulators of TOR pathway AGP1-GFP in S. cerevisiae | S. cerevisiae AGP1-GFP multiplex flow cytometry, 3 h; GFP as percent of DMSO wells | GFP response vs DMSO, % at 10 µM | 0.02% of 320,000 active;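 active means GFP response relative to DMSO above a set limit, near screen average plus 3 SD, cut at about 150% in these data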;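 further: median GFP channel fluorescence of the gated AGP1 strain per well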
CIT2-GFP yeast = alters CIT2-GFP fluorescence in TOR pathway yeast screen; S. cerevisiae CIT2-GFP strain, flow cytometry, 3 h; 100 means same as DMSO wells; GFP response vs DMSO, % at 10 µM; 0.065% of 320,000 active;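 active means GFP response relative to DMSO above a set limit, near the screen mean plus 3 SD, cut at about 150% in these data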;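 further: ratio of well median GFP fluorescence to mean of DMSO wells on the plate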
LAP4-GFP MLPCN = yeast TOR pathway LAP4-GFP modulation | S. cerevisiae LAP4-GFP multiplex, flow cytometry GFP, 3 h; median GFP as percent of DMSO wells | GFP response vs DMSO, % at 10 µM | 0.34% of 320,000 active;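 active means GFP response vs DMSO above a set limit, about the screen mean plus 3 SD, cut at about 150% in these data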
* hit, by the source's call.

`O=C(COc1cccnc1[N+](=O)[O-])Nc1ccc(S(=O)(=O)N2CCOCC2)cc1` gave VLA-4 inh 18, RPL19A-GFP yeast 103, GRK2 inh 1, Yeast superoxide 114, MEP2-GFP yeast 105, AGP1 TOR yeast 100, CIT2-GFP yeast 98 and LAP4-GFP MLPCN 106.
Screening O=C(COC(=O)C1CCC1)Nc1ncc(Cl)cc1Cl returned VLA-4 inh 3, RPL19A-GFP yeast 84, GRK2 inh 1, Yeast superoxide 86, MEP2-GFP yeast 91, AGP1 TOR yeast 95, CIT2-GFP yeast 80 and LAP4-GFP MLPCN 90.
For CCOC(=O)C1=C(COC(=O)COc2ccc(Br)cc2)NC(=O)NC1C (stereo unspecified) the results were VLA-4 inh -1, RPL19A-GFP yeast 90, GRK2 inh 2, Yeast superoxide 94, MEP2-GFP yeast 95, AGP1 TOR yeast 93, CIT2-GFP yeast 89 and LAP4-GFP MLPCN 90.
CCn1c(SCc2ccc(OC)c(F)c2)nc2ccccc2c1=O was read as VLA-4 inh 14, RPL19A-GFP yeast 99, GRK2 inh 0, Yeast superoxide 98, MEP2-GFP yeast 104, AGP1 TOR yeast 95, CIT2-GFP yeast 104 and LAP4-GFP MLPCN 99.
`O=C(O)CCC(=O)NNC(=O)CCC1CCCCC1` gave VLA-4 inh 13, RPL19A-GFP yeast 93, GRK2 inh 1, Yeast superoxide 80, MEP2-GFP yeast 93, AGP1 TOR yeast 97, CIT2-GFP yeast 96 and LAP4-GFP MLPCN 99.
`COC(=O)CCC(=O)OC1(C)C(=O)C=C2C=C(C3CC3)N(c3ccccc3)C=C2C1=O` (stereo unspecified) gave VLA-4 inh -6, RPL19A-GFP yeast 98, GRK2 inh 4, Yeast superoxide 104, MEP2-GFP yeast 89, AGP1 TOR yeast 90, CIT2-GFP yeast 120 and LAP4-GFP MLPCN 134.
Screening O=C(CNC(=O)c1ccncc1)N/N=C/c1ccc(Br)cc1 returned VLA-4 inh 4, RPL19A-GFP yeast 95, GRK2 inh 1, Yeast superoxide 110, MEP2-GFP yeast 95, AGP1 TOR yeast 115, CIT2-GFP yeast 100 and LAP4-GFP MLPCN 113.
Screening CN(C)S(=O)(=O)c1ccc(S(=O)(=O)NC2CCOC(C)(C)C2)cc1 (stereo unspecified) returned VLA-4 inh 0, RPL19A-GFP yeast 100, GRK2 inh 3, Yeast superoxide 95, MEP2-GFP yeast 103, AGP1 TOR yeast 105, CIT2-GFP yeast 105 and LAP4-GFP MLPCN 95.
Screening COc1cc(CN(C)Cc2nc3cc(C(F)(F)F)ccc3c(=O)[nH]2)ccc1OC(F)F returned VLA-4 inh 19, RPL19A-GFP yeast 93, GRK2 inh 0, Yeast superoxide 124, MEP2-GFP yeast 90, AGP1 TOR yeast 90, CIT2-GFP yeast 83 and LAP4-GFP MLPCN 89.
`Cc1cccc(C(=O)OCC(=O)Nc2ccccc2C(=O)NC2CC2)c1` gave VLA-4 inh -1, RPL19A-GFP yeast 91, GRK2 inh 4, Yeast superoxide 92, MEP2-GFP yeast 94, AGP1 TOR yeast 89, CIT2-GFP yeast 89 and LAP4-GFP MLPCN 89.
For CCCCn1c2ccc(F)cc2c2nnc(NN)nc21 the results were VLA-4 inh -2, RPL19A-GFP yeast 95, GRK2 inh 3, Yeast superoxide 85, MEP2-GFP yeast 97, AGP1 TOR yeast 97, CIT2-GFP yeast 92 and LAP4-GFP MLPCN 112.
For O=c1c2ccccc2nnn1CSc1nc2ccccc2[nH]1 the results were VLA-4 inh 4, RPL19A-GFP yeast 103, GRK2 inh 0, Yeast superoxide 100, MEP2-GFP yeast 94, AGP1 TOR yeast 95, CIT2-GFP yeast 89 and LAP4-GFP MLPCN 88.

Continued, starting with the last 3 of the part before.
`Cc1cccc(C(=O)OCC(=O)Nc2ccccc2C(=O)NC2CC2)c1` gave VLA-4 inh -1, RPL19A-GFP yeast 91, GRK2 inh 4, Yeast superoxide 92, MEP2-GFP yeast 94, AGP1 TOR yeast 89, CIT2-GFP yeast 89 and LAP4-GFP MLPCN 89.
For CCCCn1c2ccc(F)cc2c2nnc(NN)nc21 the results were VLA-4 inh -2, RPL19A-GFP yeast 95, GRK2 inh 3, Yeast superoxide 85, MEP2-GFP yeast 97, AGP1 TOR yeast 97, CIT2-GFP yeast 92 and LAP4-GFP MLPCN 112.
For O=c1c2ccccc2nnn1CSc1nc2ccccc2[nH]1 the results were VLA-4 inh 4, RPL19A-GFP yeast 103, GRK2 inh 0, Yeast superoxide 100, MEP2-GFP yeast 94, AGP1 TOR yeast 95, CIT2-GFP yeast 89 and LAP4-GFP MLPCN 88.
For COc1ccc(OC)c(Nc2nc(NCc3ccco3)nc(N)c2[N+](=O)[O-])c1 the results were VLA-4 inh 11, RPL19A-GFP yeast 101, GRK2 inh 0, Yeast superoxide 70, MEP2-GFP yeast 101, AGP1 TOR yeast 105, CIT2-GFP yeast 101 and LAP4-GFP MLPCN 102.
C=CCn1cc(C(=O)c2cc(Br)ccc2O)cc(C#N)c1=O was read as VLA-4 inh -6, RPL19A-GFP yeast 102, GRK2 inh 0, Yeast superoxide 108, MEP2-GFP yeast 104, AGP1 TOR yeast 111, CIT2-GFP yeast 100 and LAP4-GFP MLPCN 113.
For N#CC1=C(N)C(C#N)(C#N)C(c2ccc[nH]2)C2CCCC=C12 (stereo unspecified) the results were VLA-4 inh 2, RPL19A-GFP yeast 95, GRK2 inh 3, Yeast superoxide 88, MEP2-GFP yeast 95, AGP1 TOR yeast 98, CIT2-GFP yeast 100 and LAP4-GFP MLPCN 94.
COc1ccc(C(=O)Nn2c(CC(C)C)nc3cc(OC)c(OC)cc3c2=O)c(OC)c1 was read as VLA-4 inh 17, RPL19A-GFP yeast 103, GRK2 inh 2, Yeast superoxide 89, MEP2-GFP yeast 98, AGP1 TOR yeast 99, CIT2-GFP yeast 103 and LAP4-GFP MLPCN 84.
Screening Cc1[nH]c(=O)[nH]c(=O)c1NC(=O)c1cccs1 returned VLA-4 inh -1, RPL19A-GFP yeast 100, GRK2 inh 4, Yeast superoxide 84, MEP2-GFP yeast 100, AGP1 TOR yeast 104, CIT2-GFP yeast 112 and LAP4-GFP MLPCN 99.
`N/C(=N\OC(=O)C1CCCCC1)c1cccnc1` gave VLA-4 inh -7, RPL19A-GFP yeast 100, GRK2 inh 0, Yeast superoxide 117, MEP2-GFP yeast 104, AGP1 TOR yeast 97, CIT2-GFP yeast 96 and LAP4-GFP MLPCN 101.
`O=C(Cc1coc2ccc3ccccc3c12)NCc1ccccc1` gave VLA-4 inh -8, RPL19A-GFP yeast 96, GRK2 inh 1, Yeast superoxide 82, MEP2-GFP yeast 98, AGP1 TOR yeast 96, CIT2-GFP yeast 87 and LAP4-GFP MLPCN 120.
CC1CCCCN1C(=O)c1cc(-c2ccc(Cl)c(Cl)c2)on1 (stereo unspecified) was read as VLA-4 inh -6, RPL19A-GFP yeast 101, GRK2 inh 0, Yeast superoxide 98, MEP2-GFP yeast 97, AGP1 TOR yeast 105, CIT2-GFP yeast 97 and LAP4-GFP MLPCN 107.
O=C(NCc1ccc2c(c1)OCO2)c1ccc(-n2cnnn2)cc1 was read as VLA-4 inh -8, RPL19A-GFP yeast 99, GRK2 inh 0, Yeast superoxide 97, MEP2-GFP yeast 100, AGP1 TOR yeast 97, CIT2-GFP yeast 96 and LAP4-GFP MLPCN 101.
Screening C#CCOCCOCCOCCNc1nc(N2CCN(C(=O)Cn3cc(CCCCN)nn3)CC2)nc(N2CCN(C(=O)Cn3cc(CCCCN)nn3)CC2)n1 returned VLA-4 inh 15, RPL19A-GFP yeast 98, GRK2 inh 0, Yeast superoxide 102, MEP2-GFP yeast 96, AGP1 TOR yeast 100, CIT2-GFP yeast 100 and LAP4-GFP MLPCN 98.
For COc1ccccc1/C=N/NC(=O)CSc1ccc2ccccc2n1 the results were VLA-4 inh 1, RPL19A-GFP yeast 103, GRK2 inh 1, Yeast superoxide 93, MEP2-GFP yeast 108, AGP1 TOR yeast 96, CIT2-GFP yeast 100 and LAP4-GFP MLPCN 92.
Screening O=C(c1cc(COc2c(F)cccc2F)on1)N1CCc2ccccc2C1 returned VLA-4 inh 7, RPL19A-GFP yeast 99, GRK2 inh 0, Yeast superoxide 97, MEP2-GFP yeast 96, AGP1 TOR yeast 100, CIT2-GFP yeast 94 and LAP4-GFP MLPCN 102.

2 compounds drawn at random from the list so far:
CC1CCCCN1C(=O)c1cc(-c2ccc(Cl)c(Cl)c2)on1 (stereo unspecified) was read as VLA-4 inh -6, RPL19A-GFP yeast 101, GRK2 inh 0, Yeast superoxide 98, MEP2-GFP yeast 97, AGP1 TOR yeast 105, CIT2-GFP yeast 97 and LAP4-GFP MLPCN 107.
`N/C(=N\OC(=O)C1CCCCC1)c1cccnc1` gave VLA-4 inh -7, RPL19A-GFP yeast 100, GRK2 inh 0, Yeast superoxide 117, MEP2-GFP yeast 104, AGP1 TOR yeast 97, CIT2-GFP yeast 96 and LAP4-GFP MLPCN 101.

Later entries.
CN(Cc1cccc(F)c1)C(=O)C(c1ccccc1)c1ccccc1 was read as VLA-4 inh -1, RPL19A-GFP yeast 100, GRK2 inh 0, Yeast superoxide 102, MEP2-GFP yeast 101, AGP1 TOR yeast 95, CIT2-GFP yeast 98 and LAP4-GFP MLPCN 90.
Screening COc1cc(CNc2cc(C)ccc2C)cc(OC)c1OC returned VLA-4 inh 1, RPL19A-GFP yeast 96, GRK2 inh 5, Yeast superoxide 119, MEP2-GFP yeast 98, AGP1 TOR yeast 97, CIT2-GFP yeast 92 and LAP4-GFP MLPCN 102.
`CC(=O)Nc1cccc(C(=O)Nc2cccc3ncccc23)c1` gave VLA-4 inh 5, RPL19A-GFP yeast 105, GRK2 inh 0, Yeast superoxide 82, MEP2-GFP yeast 104, AGP1 TOR yeast 106, CIT2-GFP yeast 101 and LAP4-GFP MLPCN 95.
COc1cc(C2SCC(=O)N2CCc2ccc(OC)c(OC)c2)ccc1O (stereo unspecified) was read as VLA-4 inh -5, RPL19A-GFP yeast 97, GRK2 inh 1, Yeast superoxide 97, MEP2-GFP yeast 103, AGP1 TOR yeast 98, CIT2-GFP yeast 107 and LAP4-GFP MLPCN 91.
Screening O=C(Nc1ccc(CN2CCOCC2)cc1)c1ccc(-c2cc(Cl)ccc2Cl)o1 returned VLA-4 inh -2, RPL19A-GFP yeast 96, GRK2 inh 0, Yeast superoxide 107, MEP2-GFP yeast 104, CIT2-GFP yeast 101 and LAP4-GFP MLPCN 111.
Screening COc1ccc(C(=O)COC(=O)CCS(=O)(=O)c2ccc(C)cc2)c(OC)c1 returned VLA-4 inh 29, RPL19A-GFP yeast 99, GRK2 inh 1, Yeast superoxide 97, MEP2-GFP yeast 96, AGP1 TOR yeast 107, CIT2-GFP yeast 96 and LAP4-GFP MLPCN 111.
CCCNC(=O)Cn1sc2nc(C)cc(C)c2c1=O was read as VLA-4 inh 2, RPL19A-GFP yeast 91, GRK2 inh 0, Yeast superoxide 106, MEP2-GFP yeast 90, AGP1 TOR yeast 103, CIT2-GFP yeast 85 and LAP4-GFP MLPCN 105.
COc1ccc(C(=O)C2CCCN(Cc3cn[nH]c3-c3ccccc3)C2)cc1OC (stereo unspecified) was read as VLA-4 inh 0, RPL19A-GFP yeast 109, GRK2 inh 18, Yeast superoxide 100, MEP2-GFP yeast 103, AGP1 TOR yeast 98, CIT2-GFP yeast 110 and LAP4-GFP MLPCN 101.
Cc1cccc(NC2(C(F)(F)F)N=C3SCCN3C2=O)n1 (stereo unspecified) was read as VLA-4 inh 9, RPL19A-GFP yeast 97, GRK2 inh 2, Yeast superoxide 104, MEP2-GFP yeast 98, AGP1 TOR yeast 100, CIT2-GFP yeast 98 and LAP4-GFP MLPCN 99.
`N#CCSc1nccc(/C=C/c2ccccc2)n1` gave VLA-4 inh 7, RPL19A-GFP yeast 97, GRK2 inh 0, Yeast superoxide 92, MEP2-GFP yeast 90, AGP1 TOR yeast 89, CIT2-GFP yeast 83 and LAP4-GFP MLPCN 119.
